uPA generation: cell surface uPA generation inhibition | cell surface uPA generation assay, qHTS | Potency, µM (top dose mostly 38.3 µM), inactives show top-dose activity change, negative = inhibition, most hits filed as inhibitors | actives 0.31% (n = 330,000) | AID 540303; active = well fitted inhibition curve with a large enough effect; inconclusive = small, poorly fitted or top-dose-only effect; inactive = no such curve, though single readings can be large or run the other way; tested in mouse RAW 264.7 cells; also: potency is read from the fitted curve at half-maximal effect; % is scaled to controls: 0 for no effect and ±100 for the full control effect; nearly all actives have a fitted effect of over 55% in size
Giardia killer: kills Giardia lamblia. AID 540267. activity change, % at 7.66 µM, hits read low. Giardia lamblia trophozoite viability. actives 0.15% (n = 340,000); in the data active = activity change below about -80%; inconclusive = between about -30% and that limit;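 also: parasites exposed to compound for two days anaerobically before the ATP read; % is scaled to controls: 0 for no effect and ±100 for the full control effect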
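Trophozoites 100 cells/well + cpd; 48 hrs, 37 deg C, anaerobic. ATPLite 1-Step added, 15-30 min RT, luminescence read (ATP-based viability).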
ELG1 genotoxic: genotoxicity induction in ELG1-luciferase HEK293T cells. HEK293T ELG1-luciferase reporter, luminescence, 16 h. Potency, µM (series often up to 46 µM), without a hit: at the highest dose activity change, positive = activation, most hits filed as activators. actives 1.3% (n = 330,000). AID 504466; also: potency is read from the fitted curve at half-maximal effect; % of control where 0% means no effect; nearly all actives have a fitted effect of over 60% in size
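HEK293T cells expressing luciferase-tagged ELG1 were treated with compound or DMSO for 16 hr at 37°C. Luciferase activity was then read after 30 min with ONE-Glo at room temperature; rising signal flags genetic stress.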
Tb PFK inh: blocks T. brucei phosphofructokinase. actives 0.17% (n = 330,000). AID 485367. O15648. Potency, µM (top dose mostly 57.5 µM), for inactives: top-dose activity, negative = inhibition, hits mostly inhibitors. T. brucei PFK, ADP-Glo luminescence;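 also: potency is read from the fitted curve at half-maximal effect; 0% = uninhibited 1x PFK enzyme wells and -100% = no-enzyme wells; nearly all actives have a fitted effect of over 60% in size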
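PFK 1.25 nM, F6P 0.5 mM, ATP 0.1 mM, 0.1 M TEA pH 8.0, 5 mM MgCl2, 0.01% Tween20, 0.1% BSA; 45 min RT. ADP-Glo readout. qHTS titration up to 57 uM; curves fitted, compounds curve-classed.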
VP16 counter: counter-screen for ROR gamma inhibitors: Gal4-VP16 reporter. Drosophila S2 Gal4-VP16 UAS-luciferase, luminescence, 20 h. Potency, µM (doses to about 53.6 µM), without a hit: top-dose activity, negative = inhibition, most hits filed as inhibitors. actives 3.5% (n = 310,000). AID 2546;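 also: Gal4-VP16 expression switched on by copper sulfate through the metallothionein promoter; potency is read from the fitted curve at half-maximal effect; % is scaled to controls: 0 for no effect and ±100 for the full control effect; nearly all actives have a fitted effect of over 50% in size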
KCNH2 3.1 block: inhibitors of human KCNH2 3.1 potassium channel isoform; U2OS KCNH2 3.1, thallium flux FluxOr; hits give low values; activity change, % (tested at about 1.8 µM); actives 0.95% (n = 340,000); AID 720553;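 active = maximum activity change below -70%; inconclusive = maximum activity change from -70% to -50%; inactive = maximum activity change above -50%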;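 also: thallium influx rate constant from kinetic fluorescence after stimulation buffer; % is scaled to controls: 0 for no effect and ±100 for the full control effect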
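Virally transduced U2OS (3.1 isoform, 4 h infection in dark at RT) → overnight 37 C → FluxOr + Red40 in HBSS/HEPES, 45 min → stimulation buffer, 2 min kinetic read → rate constant vs DMSO controls.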
FLuc modulator: firefly luciferase modulation, counter-screen for miR-21 project | purified FLuc, Km substrates, luminescence inhibition | P08659 | AID 588342 | actives 6.9% (n = 360,000) | Potency, µM (top dose mostly 57.5 µM), for the others: at the top dose activity change, negative = inhibition, hits mostly inhibitors;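 also: potency is read from the fitted curve at half-maximal effect; plate controls were vehicle for no effect and reference inhibitor for full effect; nearly all actives have a fitted effect of over 55% in size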
Target sequence (P08659 whole entry, looked up): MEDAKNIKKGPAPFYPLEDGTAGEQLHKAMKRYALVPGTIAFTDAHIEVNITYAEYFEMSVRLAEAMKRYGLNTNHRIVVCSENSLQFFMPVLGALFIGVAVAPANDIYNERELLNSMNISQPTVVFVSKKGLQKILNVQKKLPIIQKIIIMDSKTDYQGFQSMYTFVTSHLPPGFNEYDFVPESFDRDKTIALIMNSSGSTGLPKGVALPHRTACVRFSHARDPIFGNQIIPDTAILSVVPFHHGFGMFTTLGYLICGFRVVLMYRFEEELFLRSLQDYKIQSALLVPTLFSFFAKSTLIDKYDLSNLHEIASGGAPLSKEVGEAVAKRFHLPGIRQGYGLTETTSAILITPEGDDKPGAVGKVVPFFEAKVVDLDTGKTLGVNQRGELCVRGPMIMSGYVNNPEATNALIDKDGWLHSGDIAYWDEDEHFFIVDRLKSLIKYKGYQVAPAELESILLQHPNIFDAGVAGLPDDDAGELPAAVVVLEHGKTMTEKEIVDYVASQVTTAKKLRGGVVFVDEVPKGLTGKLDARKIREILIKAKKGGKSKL
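Purified P. pyralis luciferase (10nM final) with 10uM D-luciferin and 10uM ATP (Km levels) in 50mM Tris acetate pH 7.5, 10mM Mg acetate, 0.01% Tween-20, 0.05% BSA; qHTS 6-point titration, ~60 µM downward; luminescence read.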
RORg inh: blocks mouse ROR gamma transcriptional activity; P51450; Drosophila S2 Gal4-RORgamma UAS-luciferase reporter, 20 h; Potency, µM (titrated, usually from 53.6 µM), without a hit: at the top dose activity change, negative = inhibition, actives largely listed as inhibitors; actives 5.4% (n = 310,000); AID 2551; also: potency is read from the fitted curve at half-maximal effect; % is scaled to controls: 0 for no effect and ±100 for the full control effect; nearly all actives have a fitted effect of over 60% in size
Target sequence (P51450 whole entry, looked up, the tested form may be a part): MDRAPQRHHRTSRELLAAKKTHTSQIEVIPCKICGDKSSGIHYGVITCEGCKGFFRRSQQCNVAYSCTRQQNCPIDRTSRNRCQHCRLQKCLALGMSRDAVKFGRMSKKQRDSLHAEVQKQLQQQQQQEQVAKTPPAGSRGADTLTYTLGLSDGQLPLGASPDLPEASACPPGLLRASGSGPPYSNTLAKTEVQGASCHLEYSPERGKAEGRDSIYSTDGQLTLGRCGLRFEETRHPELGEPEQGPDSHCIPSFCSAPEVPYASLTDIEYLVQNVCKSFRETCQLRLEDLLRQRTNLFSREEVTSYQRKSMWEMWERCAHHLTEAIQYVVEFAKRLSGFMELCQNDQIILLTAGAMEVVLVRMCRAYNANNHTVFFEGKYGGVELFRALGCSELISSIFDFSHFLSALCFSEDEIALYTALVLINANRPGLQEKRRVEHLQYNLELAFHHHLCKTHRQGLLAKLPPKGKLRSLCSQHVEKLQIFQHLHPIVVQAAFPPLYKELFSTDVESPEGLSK
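Luminescence from a UAS-regulated Photinus luciferase reporter in stably transfected Drosophila Schneider cells is measured; decreased signal marks ROR gamma inhibition. Fusion expression is induced by 700 uM copper sulfate for 20 hr.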
FBPA coupling cs: coupling enzyme interference in Giardia aldolase counter-screen. coupling enzyme system counterscreen, AmpLite Red fluorescence. activity change, negative = inhibition, % at 58.2 µM, hits read low. actives 0.67% (n = 290,000). AID 2472; in the data active = activity change below about -30%; also: % is scaled to controls: 0 for no effect and ±100 for the full control effect
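Fluorescence at 525 nm excitation and 598 nm emission measured inhibition of the coupled detection system without aldolase. Compounds (at 57.5 uM final) were preincubated 10 min at room temperature with coupling enzyme reagent before a 20 min substrate/AmpLite Red step.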
NPC1 prom act: activates the NPC1 promoter; Huh7 NPC1 promoter luciferase reporter, 24 h; Potency, µM (top dose mostly 9.22 µM), without a hit: at the highest dose activation, actives largely listed as activators; actives 2.4% (n = 320,000);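 also: potency is read from the fitted curve at half-maximal effect; % of control where 0% means no effect; nearly all actives have a fitted effect of over 60% in size; reporter is driven by a mutant NPC1 promoter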
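Quantitative HTS used a cell-based reporter: Huh7 cells stably bearing the NPC1 promoter upstream of luciferase were treated with compounds for 24 h, and promoter activation was read as luminescence.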
Rab9 promoter act: activators of Rab9 promoter; Huh7 Rab9 promoter-luciferase reporter, luminescence, 24 h; Potency, µM (titrated, usually from 9.22 µM), for the others: at the top dose activation, negative = inhibition, hits mostly activators; actives 2.8% (n = 320,000); AID 485297; also: potency is read from the fitted curve at half-maximal effect; % of control where 0% means no effect; nearly all actives have a fitted effect of over 60% in size
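Luciferase signal after 10 min detection reagent at ambient indicates Rab9 promoter upregulation; stably transfected Huh7 cells were treated 24 h with compound in DMSO at 37 °C, 5% CO2.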
Numbers without * were called inactive; ? = inconclusive; . = no result given; [ ] = remark or other dose. Unless noted, calls follow the shape of the dose curve; as a rule, active = well fitted curve in the direction sought with a large enough effect; inconclusive = small, poorly fitted or top-dose-only effect, or another doubt; inactive = no such curve, though single readings can be large; an effect the other way counts as inactive or inconclusive.

#	molecule	VP16 counter	uPA generation	FBPA coupling cs	RORg inh	NPC1 prom act	Rab9 promoter act	KCNH2 3.1 block	Tb PFK inh	FLuc modulator	Giardia killer	ELG1 genotoxic
1	CSCC(C)N1CCC(CO)(CCCc2ccccc2)CC1 (centres undefined)	-4%	1%	4	-11%	-4%	-2%	-21	-6%	0%	-2	-2%
2	CCOC(=O)CCCCCC(=O)Nc1ccc2c(c1)CC(=O)N([C@H](C)CO)C[C@H](C)[C@H](CN(C)S(=O)(=O)c1ccc(OC)cc1)O2	.	3%	.	.	.	.	-20	9%	.	?	-2%
3	Cc1cccc(NC(=S)NNC(=O)c2cc3c(s2)CCC(C)C3)c1C (centres undefined)	?	9%	0	18µM*	4%	-3%	-3	-4%	-14%	-6	-4%
4	O=C(NCCCN1CCOCC1)c1sc2cc(F)ccc2c1Cl	12%	-2%	0	36%	9%	?	.	-6%	?	15	15%
5	COc1nc(OC)nc(Oc2ccc([N+](=O)[O-])cc2Cl)n1	3%	-5%	2	-3%	-1%	-6%	-21	-6%	-3%	-15	3%
6	O=C(c1ccccc1)c1nccn1-c1ccc(Cl)nn1	3%	0%	2	17%	3%	-3%	-3	2%	-5%	21	5%
7	CCOc1ccc(S(=O)(=O)N(C)CC(=O)NCc2ccccn2)cc1	-12%	0%	-1	0%	0%	1%	1	1%	3%	6	-1%
8	OCc1ccc(OCCCOc2cccc3cccnc23)cc1	3%	-15%	-1	?	-4%	6%	-6	-2%	?	-11	-2%
9	COc1ccc(S(=O)(=O)N2CCOCC2)c(C)c1C	-7%	-5%	2	-4%	-8%	-4%	4	1%	7%	-17	-2%
10	CCN1C(=O)CC(N2CCC(Cc3ccccc3)CC2)C1=O (centres undefined)	2%	6%	3	-22%	2%	-6%	3	-3%	-1%	5	-3%
11	O=C(COc1ccc(S(=O)(=O)N2CCCC2)cc1Cl)NCc1ccccn1	-2%	-16%	.	35%	16%	21%	-4	2%	1%	-13	-8%
12	Cc1sc2nc(C3CC3)nc(N3CCN(C(=O)c4ccc(Cl)cc4)CC3)c2c1C	-7%	-10%	7	5%	1%	-1%	.	1%	2%	3	0%
13	CC(C)CC(=O)NC(c1ccccc1)c1c(O)ccc2ccccc12 (centres undefined)	22%	5%	-4	26%	0%	-23%	3	-1%	4%	-4	-3%
14	CC(C)n1cnc2c(NCc3ccccc3)nc(NCc3ccccc3)nc21	8%	2%	1	?	-30%[inhibitor]	-4%	11	-4%	-1%	-16	2%
15	Cc1ccc(C(=O)NC(Cc2ccccc2C(F)(F)F)C(=O)O)cc1 (centres undefined)	.	-9%	.	.	.	.	3	0%	.	9	3%
16	CSCCC(Nc1nc2ccccc2s1)C(=O)O (centres undefined)	-9%	2%	5	-22%	1%	-4%	-10	0%	3%	-1	0%
17	O=C(NCc1ccccc1)c1c[nH]c2ccc(S(=O)(=O)Nc3ccc4c(c3)OCCO4)cc2c1=O	-2%	13%	-2	42%	6%	-7%	5	-4%	1%	-2	1%
18	CCN(CC(=O)NCc1cccs1)C(=O)c1cccc(S(=O)(=O)Nc2ccccc2Cl)c1	.	-12%	.	.	4%	12%	-15	2%	-10%	-18	-12%
19	CCOC(=O)N1CCN(c2ccc(S(=O)(=O)N(Cc3ccccc3)Cc3ccccc3)cn2)CC1	?	-1%	-5	41%	-20%	-31%[inhibitor]	-10	-2%	1%	-5	12µM*
20	COc1ccc(-c2cc3c(=O)n(CC(=O)Nc4cccc(Cl)c4)ncn3n2)cc1	1%	2%	.	7%	13%	15%	-13	4%	-11%	-16	6%

Random excerpt: 5 compounds from above, in no set order.
#	molecule	VP16 counter	uPA generation	FBPA coupling cs	RORg inh	NPC1 prom act	Rab9 promoter act	KCNH2 3.1 block	Tb PFK inh	FLuc modulator	Giardia killer	ELG1 genotoxic
14	CC(C)n1cnc2c(NCc3ccccc3)nc(NCc3ccccc3)nc21	8%	2%	1	?	-30%[inhibitor]	-4%	11	-4%	-1%	-16	2%
11	O=C(COc1ccc(S(=O)(=O)N2CCCC2)cc1Cl)NCc1ccccn1	-2%	-16%	.	35%	16%	21%	-4	2%	1%	-13	-8%
18	CCN(CC(=O)NCc1cccs1)C(=O)c1cccc(S(=O)(=O)Nc2ccccc2Cl)c1	.	-12%	.	.	4%	12%	-15	2%	-10%	-18	-12%
8	OCc1ccc(OCCCOc2cccc3cccnc23)cc1	3%	-15%	-1	?	-4%	6%	-6	-2%	?	-11	-2%
13	CC(C)CC(=O)NC(c1ccccc1)c1c(O)ccc2ccccc12 (centres undefined)	22%	5%	-4	26%	0%	-23%	3	-1%	4%	-4	-3%

Remaining list, next part.
#	molecule	VP16 counter	uPA generation	FBPA coupling cs	RORg inh	NPC1 prom act	Rab9 promoter act	KCNH2 3.1 block	Tb PFK inh	FLuc modulator	Giardia killer	ELG1 genotoxic
21	Cc1ccccc1OCCC(=O)OCC(=O)NC1CCCC1	.	-2%	.	.	1%	-1%	5	-11%	-2%	33[activator]	0%
22	COC(=O)c1c(NS(C)(=O)=O)sc2c1CCCC2	3%	4%	1	1%	-3%	0%	-9	-3%	0%	0	-3%
23	C[C@H]1CN([C@@H](C)CO)C(=O)c2cccc(NC(=O)Nc3ccc(C(F)(F)F)cc3)c2O[C@@H]1CN(C)S(=O)(=O)c1ccccc1	.	?	.	.	.	.	-28	0%	.	2	-3%
24	O=C(Cc1ccc(Cl)cc1)Nc1nc2ccccc2[nH]1	7.1µM*	1%	-1	0.28µM*	2%	3%	-6	-1%	-2%	-19	16%
25	COc1cccc(C(=O)CSc2nnc(-c3cccs3)o2)c1	?	9%	1	?	-1%	3%	-13	1%	-5%	-18	3%
26	CN(C)CC(=O)Nc1ccc(S(N)(=O)=O)cc1	2%	-4%	0	-10%	1%	-2%	7	3%	-1%	52[activator]	-6%
27	Cn1cc(Cl)c(-c2n[nH]c(=S)n2-c2ccccc2)n1	-6%	-1%	0	-40%	-2%	0%	.	0%	-5%	15	1%
28	O=C(CCCCCN1C(=O)c2ccccc2C1=O)Nc1ccccc1	-7%	11%	-1	3%	-3%	11%	-6	-3%	1%	5	0%
29	COc1cccc(N(CC(=O)NCc2ccccc2)C(=O)CCC(=O)Nc2nccs2)c1	3%	2%	-1	-25%	-5%	0%	14	-3%	4%	?	-7%
30	CCOCc1cc(CN2CCC(n3nccc3NC(=O)C3CC3)CC2)ccc1OC	.	-1%	1	.	-2%	-4%	-16	1%	0%	-3	1%
31	CC(C)CC(=O)N/N=C/c1c(N)n(C)c(=O)n(C)c1=O	5%	0%	1	9%	-2%	-1%	17	-8%	0%	-7	3%
32	O=C(NNc1ccc(C2CCCCC2)cc1)C(O)(c1ccccc1)c1cccs1 (centres undefined)	-29%	.	-6	?	11%	-3%	-10	1%	-17%	-17	-2%
33	S=C(Nc1ccccc1Oc1ccccc1)NC1CCCC1	7.1µM*	-3%	0	3.2µM*	-1%	-9%	15	2%	-3%	35[activator]	-16%
34	O=C1c2ccccc2C(=O)c2c(Nc3ccc(CCO)cc3)ccc(O)c21	?	-7%	-6	-13%	?	?	3	-22%	?	5	-8%
35	COc1cc(-c2nnc(SCc3c(F)cccc3Cl)o2)cc(OC)c1OC	.	-3%	-2	0%[0.365 µM]	-2%	0%	-5	0%	0%	1	1%
36	CC1CCCCC1NC(=O)Cn1[nH]c(=O)c2ccccc2c1=O (centres undefined)	3%	5%	-2	21%	-4%	13%	-1	0%	1%	7	-3%
37	COc1ccc(Oc2nc(-c3cccnc3)nc3ccccc23)cc1	-9%	1%	2	-13%	0%	-5%	6	3%	3%	-7	-8%
38	O=Cc1cnc(N2CCCCC2)s1	4%	7%	-1	14%	-3%	1%	5	7%	-1%	-4	4%
39	Cc1nnsc1Sc1ccccc1C(=O)O	2%	5%	0	-10%	0%	2%	-4	0%	1%	-12	-2%
40	O=C1NC(=O)/C(=C\c2ccc(O)cc2O)S1	-10%	?	-9	-8%	0%	3%	7	0%	?	5	?
41	CCCCn1c(=O)c(F)cn(Cc2ccc(OC)c([N+](=O)[O-])c2)c1=O	-2%	7%	1	12%	-4%	1%	-1	-1%	0%	1	5%
42	CCn1c(CCC(N)=O)nnc1SCC(=O)c1cc(C)n(C2CC2)c1C	.	7%	.	.	-1%	-9%	16	-6%	-12%	19	1%
43	Cc1nnc(NC(=O)CSc2nc3ccccc3o2)s1	-13%	5%	1	-37%	0%	0%	10	2%	-1%	-5	-4%

Source: PubChem (National Center for Advancing Translational Sciences (NCATS))

Hits appear at their usual frequency, and some 14% of all compounds hit somewhere here.
